F508del corr = CFTR F508del correction in bronchial cells; AID 720511; 0.36% of 350,000 active; CFBE cells, YFP halide quenching; stimulated with forskolin plus potentiator P3; % fluorescence drop versus neutral controls; activity (quench increase), % at 7.58 µM;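 active = mean added fluorescence quench of at least 8% versus neutral control, with both replicates also reaching 8%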;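 note: cells transiently co-express mutant CFTR-F508del with the halide-sensitive YFP; corrector assay measuring rescue of mutant channel to the surface after 24 h compound exposure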
RAD54 branch = RAD54 (human) branch migration inhibition. AID 602329. Q92698. 0.14% of 360,000 active. RAD54 Holliday junction branch migration, FAM/BHQ fluorescence. inhibition, % at 10.4 µM;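 active = mean normalized replicate activity at least 40 and at least half of replicates scoring 40 or more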;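 note: 0% = median of neutral control wells and 100% = median of positive control wells; inhibitors cause a drop in the FAM fluorescence signal; in these data hits start at about 50%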
GSIS activator = primary screen for activators of insulin secretion dependent on glucose, INS-1E cells, GLuc reporter luminescence. 0.61% of 370,000 active. activation, % at 16.6 µM. INS-1E GLuc reporter insulin secretion, 2-3 h;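 active = lowest replicate activation of at least 40%, so every replicate reaches that level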;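 note: 0% = median of neutral control wells and 100% = median of IBMX positive control wells; some compounds called inactive have numbers as strong as hits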
ERAP1 HTS inh = ERAP1 (human) enzyme inhibition | Q9NZ08 | recombinant ERAP1, Leu-AMC fluorescence, 60 min | inhibition, % at 10.7 µM | 0.15% of 340,000 active | AID 652197;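 active = mean replicate inhibition of at least 30%, or all replicates individually reaching that 30% level; inactive = mean below 30% and not every replicate reaching it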;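 note: 0% = neutral control wells and 100% = L-leucinethiol positive control wells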
Target sequence (Q9NZ08 whole entry, looked up): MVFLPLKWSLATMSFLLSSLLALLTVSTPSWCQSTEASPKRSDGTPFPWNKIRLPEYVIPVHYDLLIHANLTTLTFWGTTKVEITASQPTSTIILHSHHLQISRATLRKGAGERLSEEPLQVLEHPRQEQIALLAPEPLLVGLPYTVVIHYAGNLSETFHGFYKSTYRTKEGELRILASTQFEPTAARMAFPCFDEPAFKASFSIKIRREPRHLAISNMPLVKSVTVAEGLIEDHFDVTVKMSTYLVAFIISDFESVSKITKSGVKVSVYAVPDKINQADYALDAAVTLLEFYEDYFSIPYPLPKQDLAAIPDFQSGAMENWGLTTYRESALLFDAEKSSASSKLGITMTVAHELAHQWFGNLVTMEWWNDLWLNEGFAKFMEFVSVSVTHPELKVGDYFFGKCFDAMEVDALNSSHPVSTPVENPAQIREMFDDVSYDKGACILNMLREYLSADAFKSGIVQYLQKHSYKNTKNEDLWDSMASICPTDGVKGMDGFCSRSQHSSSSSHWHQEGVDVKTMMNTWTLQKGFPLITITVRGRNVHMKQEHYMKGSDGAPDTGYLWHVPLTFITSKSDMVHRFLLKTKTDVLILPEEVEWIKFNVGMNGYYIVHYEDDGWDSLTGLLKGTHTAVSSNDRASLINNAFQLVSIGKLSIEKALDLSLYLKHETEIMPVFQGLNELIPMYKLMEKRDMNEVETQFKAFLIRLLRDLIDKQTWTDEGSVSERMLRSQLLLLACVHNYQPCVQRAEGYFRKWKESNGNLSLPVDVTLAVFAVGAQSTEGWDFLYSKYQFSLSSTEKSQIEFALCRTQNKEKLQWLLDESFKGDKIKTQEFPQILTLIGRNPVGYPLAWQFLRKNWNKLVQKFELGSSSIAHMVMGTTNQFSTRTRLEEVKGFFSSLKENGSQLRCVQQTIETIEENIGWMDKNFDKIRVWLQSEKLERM
esBAF inh = SWI/SNF esBAF complex inhibition. 2% of 350,000 active. mouse ES cells, Bmi1-luciferase knock-in reporter, 24 h; 100% = twice the neutral-well signal. AID 602393. reporter increase, % at 12.5 µM; in the data active = activation above about 40%;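 note: 0% = median of the plate's neutral control wells and 100% = double that signal; a rise in the Bmi1 reporter signal indicates esBAF inhibition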
XiGFP reactiv = reactivates the inactive X chromosome in mouse fibroblasts; XiGFP mouse fibroblasts, % GFP-positive cells imaging, 3 d; cells co-treated with 5-aza-dC sensitizer; scaled so ellipticine positive control = 100%; activation, % at 7.58 µM; 0.055% of 360,000 active; AID 743238;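 active = mean normalized replicate activation at least 10% and every replicate at or above 10%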;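 note: 0% = median of on-plate neutral control wells and 100% = ellipticine 6 µM median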
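System: 68-5-11 XiGFP fibroblast line | Buffer or medium: DMEM containing 5-aza-dC | Compound: Single point | Times: Compounds 3 days, fix/stain 15 min at room temperature | Benchmarks: Positive control ellipticine, 6 µM final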
ARNT TACC3 PPI = ARNT/TACC3 interaction disruption; AlphaScreen His-ARNT PAS-B/GST-TACC3 binding, luminescence; TACC3 fragment carries E629A point mutation; AID 623870; inhibition, % at 9.99 µM; Q9Y6A5; 0.66% of 390,000 active;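 active = mean inhibition of replicates at least 50% and at least half of replicates each reaching 50%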;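 note: 0% = complete ARNT plus TACC3 wells and 100% = ARNT alone without TACC3; many hits fall short of the cut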
RAD52 anneal inh = blocks human RAD52 DNA annealing; P43351; recombinant RAD52 DNA annealing, FRET fluorescence; inhibition, % at 18.7 µM; 0.46% of 360,000 active;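 active = every replicate showing at least 50% inhibition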
* marks the source's active call; other numbers are inactive results; . = no result given. The order is random; about 3.3% have a hit in one of these screens.

compound	XiGFP reactiv	RAD52 anneal inh	F508del corr	ERAP1 HTS inh	esBAF inh	ARNT TACC3 PPI	GSIS activator	RAD54 branch
COc1cccc(S(=O)(=O)N2C[C@@H](O)COC[C@H]3O[C@H](CC(=O)N4CCN(C)CC4)CC[C@@H]32)c1	0.0	9	3.3	6	3	11	4	-9
CCC(C)NC(=O)c1ccc(NS(=O)(=O)c2ccc3[nH]c(=O)[nH]c3c2)cc1 (stereo unspecified)	0.0	-4	-0.3	2	-1	-3	-17	5
CCOC(=O)C1CCN(C(=S)Nc2cc(C)ccc2C)CC1	0.0	-15	.	-1	.	1	.	.
C/C=C/c1ccc([C@H]2[C@H](CO)N3C(=O)CN(C(=O)c4cnccn4)C[C@@H]23)cc1	0.2	-8	2.0	-4	.	.	10	.
C=CCNC(=O)c1cc2c(=O)n3ccccc3nc2s1	0.1	-11	2.4	-50	4	11	15	-14
Cn1c(SCC(=O)NCc2cccs2)nnc1-c1ccc(S(=O)(=O)N2CCCC2)cc1	.	.	.	.	-10	-13	1	0
Cc1ccc2c(Cl)c(Cc3ccccc3)c(=S)[nH]c2n1	0.2	1	-1.7	3	-3	-1	1	10
O=C(CCCNS(=O)(=O)c1cccc2nsnc12)NCCN1CCN(c2ccccc2F)CC1	0.4	-12	4.5	2	.	6	11	.
CCC(C)C(NC(=O)OCc1ccccc1)C(=O)NCC(c1ccccc1)N(C)C (stereo unspecified)	0.4	-7	-0.2	-6	7	-11	.	-7
O=C(Nc1ccc(F)cc1)C(c1ccncc1)N1CCN(c2cccc(C(F)(F)F)n2)CC1 (stereo unspecified)	0.1	-6	-3.8	-2	.	.	-18	.
CC(C)n1nnnc1C1c2ccccc2C(=O)N1Cc1ccc(F)cc1 (stereo unspecified)	0.0	-6	-5.0	.	.	.	4	.
Cc1ccc(C2=CSC3=NCCN23)cc1	0.0	-4	-0.5	-2	-5	-4	-10	7
O=C(COC(=O)c1cccnc1)Nc1cccc(Cl)c1	.	.	.	.	-5	-7	15	-2
COCCn1c(-c2ccc(-c3ccc([N+](=O)[O-])cc3Br)o2)nc2c1c(=O)[nH]c(=O)n2CC(C)C	0.0	-51	2.6	-4	1	2	7	-8
COC(=O)c1n[nH]n(-c2cc(Cl)cc(Cl)c2)c1=O	0.1	-22	-0.1	.	-12	-4	11	2
COC(=O)c1ccc(-c2nc3ccccc3[nH]2)cc1	-0.2	.	.	.	.	-3	-14	2
C[C@@H]1CCCCO[C@H](CN(C)C(=O)Cc2ccccc2)[C@H](C)CN([C@@H](C)CO)C(=O)c2cc(NS(=O)(=O)c3ccc(Cl)cc3)ccc2O1	0.4	-8	-1.2	4	2	.	-21	2
O=[N+]([O-])c1cccc(CSc2ncnc3ccccc23)c1	0.3	-29	-0.6	0	.	-3	10	.
COc1ccc(NC(=O)COC(=O)CCc2ccc(S(=O)(=O)N3CCOCC3)cc2)cc1Cl	0.1	-112	4.7	1	-9	28	-15	-5
Cc1c(C(=O)c2ccc(F)cc2F)c2ccccn2c1CCc1ccccn1	0.0	-33	0.6	-4	.	.	-17	.
CS(=O)(=O)c1ccc2nc(NC(=O)C3CC3)sc2c1	-0.1	-13	-2.5	6	.	.	4	1
CCC(C)NC(=O)CS(=O)(=O)Cc1nc(-c2cccc(OC)c2)oc1C (stereo unspecified)	0.4	2	-0.2	4	-5	-6	-5	3
COc1ccc(CNC(=S)N/N=C(/C)c2ccccc2)cc1	0.1	4	-2.1	2	.	.	3	0
Clc1ccc(Nc2ncnc3c2cnn3-c2ccccc2)cc1	-0.1	-3	1.9	-7	85*	-5	0	-3
CN(Cc1ccccc1)C(=O)C(C(=O)c1ccc(F)cc1)n1cc(Cl)ccc1=O (stereo unspecified)	-0.2	-23	-2.9	1	.	-7	-25	.
Cn1c(=O)n(Cc2ccccc2)c(=O)c2c1nc1n2CCCN1C1CCCCC1	-0.1	0	0.1	-3	-1	13	-11	-2
O=C(O)C1Cc2ccccc2CN1C(=O)COc1ccc(Br)cc1 (stereo unspecified)	0.0	-19	.	4	.	3	-8	.
CCN(CC)S(=O)(=O)c1cc([N+](=O)[O-])ccc1N1CCC(C(N)=O)CC1	0.2	6	-0.1	2	-4	-1	-1	6
COc1ccc(Cl)cc1-c1cc(C(=O)Nc2ccccc2)[nH]n1	0.0	-30	0.4	2	14	.	-35	6
Cc1cc([N+](=O)[O-])nn1CC(=O)NCc1ccc(Cl)cc1	0.0	-1	0.9	7	-3	-2	-3	0
CC1=C(C(=O)OCc2ccccc2)C(c2ccsc2)NC(=O)N1C (stereo unspecified)	-0.1	-19	-1.6	0	.	.	-4	.
CCOC(=O)C1=C(C)N=c2s/c(=C\c3ccc(OCC(=O)O)cc3)c(=O)n2C1c1ccc(Cl)cc1 (stereo unspecified)	0.0	-236	-8.4	-1	-1	11	-3	-32
C/C=C/c1cnc2c(c1)C(=O)N([C@H](C)CO)C[C@@H](C)[C@@H](CN(C)Cc1ccc3c(c1)OCO3)O2	-0.7	.	-0.1	.	-7	.	-3	.
CCCC1(CCC)NC(=O)N(CC(=O)Nc2ccc3c(c2)OCCO3)C1=O	0.2	-5	-1.0	1	0	-1	-3	-1
Cc1noc(C)c1S(=O)(=O)Nc1ccc2c(c1)CC(=O)N([C@@H](C)CO)C[C@@H](C)[C@H](CN(C)S(=O)(=O)c1ccccc1)O2	-1.0	2	2.4	-1	-2	3	10	-3
O=C([C@H]1[C@H](CO)[C@H]2Cn3c(cccc3=O)[C@H]2N1Cc1ccccc1)N1CCCCC1	0.0	-12	-3.2	.	5	2	-2	-1
O=C(C[C@H]1C[C@H]2c3cc(NC(=O)CC4CC4)ccc3O[C@H]2[C@H](CO)O1)NCCc1ccccc1	0.2	2	2.1	-1	5	-14	6	3
NC(CO)(CO)COCc1ccccc1	0.0	-2	-1.9	4	0	-3	8	-8
O=C(CSc1ccc(-c2cccnc2)nn1)N1CCCCC1	0.0	-7	0.9	-3	.	4	4	-1
O=c1c2ccccc2nnn1CSc1nnc(-c2cccs2)n1Cc1ccccc1	.	.	.	.	1	2	-2	-3
CCCCNS(=O)(=O)c1ccc2nc(-c3cccnc3)cc(C(=O)NC3CCCC3)c2c1	-0.1	-27	1.9	-6	-4	.	7	.
N#CC(C#N)=C1C=CC=CN1/C(=C\c1ccco1)C(=O)c1ccc(Cl)cc1	7.6	5	-9.5	2	.	2	-33	.
CCOC(=O)c1c(-c2ccc(OC)cc2)cn2ccccc12	-0.1	-5	0.0	1	.	-5	12	.
Cc1cc(C)n2nc(C)c(-c3ccccc3)c2n1	0.4	3	0.1	0	.	-8	25	.
C=CCN(C(=O)C1=NN(C2CCS(=O)(=O)C2)C(=O)CC1)c1nc(-c2ccc([N+](=O)[O-])cc2)cs1 (stereo unspecified)	-1.0	-16	1.9	1	.	8	-5	.

Single records, from the list above. Order of screens: XiGFP reactiv | RAD52 anneal inh | F508del corr | ERAP1 HTS inh | esBAF inh | ARNT TACC3 PPI | GSIS activator | RAD54 branch
CCOC(=O)C1=C(C)N=c2s/c(=C\c3ccc(OCC(=O)O)cc3)c(=O)n2C1c1ccc(Cl)cc1 (stereo unspecified) is listed with 0.0 | -236 | -8.4 | -1 | -1 | 11 | -3 | -32
CCCCNS(=O)(=O)c1ccc2nc(-c3cccnc3)cc(C(=O)NC3CCCC3)c2c1 is listed with -0.1 | -27 | 1.9 | -6 | -4 | . | 7 | .

Continuation:
compound	XiGFP reactiv	RAD52 anneal inh	F508del corr	ERAP1 HTS inh	esBAF inh	ARNT TACC3 PPI	GSIS activator	RAD54 branch
Cc1ccc(C(=O)NCC(=O)N/N=C/c2cccs2)cc1C	0.1	-15	0.0	4	-4	1	.	-1
CC1CCN(CCCNC(=O)c2ccc3c(=O)n(CCc4ccccc4)c(=O)[nH]c3c2)CC1	.	.	.	.	8	-11	46	-1
O=C(c1ccccc1[N+](=O)[O-])N1N=C(c2ccccc2)CC1(O)C(F)(F)F (stereo unspecified)	0.0	-11	-1.6	1	-9	0	-2	5
Cc1nn(C)cc1NC(=O)C[C@@H]1CC[C@H]2[C@@H](COc3ccc(NC(=O)C4CCC4)cc3C(=O)N2C)O1	0.2	.	3.9	.	-4	.	5	9
O=C1CSC(c2cccc([N+](=O)[O-])c2)N1c1c(F)cccc1F (stereo unspecified)	-0.1	-14	2.8	-1	-8	-2	17	6
C[C@H](CO)N1C[C@H](C)[C@H](CN(C)Cc2ccc(C(=O)O)cc2)Oc2ccc(NC(=O)Nc3cccc4ccccc34)cc2C1=O	-0.8	6	0.6	1	0	-7	18	-19
CCN(CC)S(=O)(=O)c1ccc(Cl)c(C(=O)NCCN2CCOCC2)c1	0.2	-1	-1.1	0	3	-9	6	5
C[C@H]1CN([C@@H](C)CO)C(=O)c2cc(NC(=O)C3CC3)ccc2O[C@@H]1CN(C)C(=O)Nc1ccc(C(F)(F)F)cc1	1.3	4	0.2	-2	4	-5	2	-2
Cc1ccc(S(=O)(=O)N(CC(=O)N2CCCCCC2)c2ccccc2F)cc1	0.0	-12	-3.3	1	2	21	88	-3
O=C(CC1CC1)Nc1ccc2c(c1)[C@@H]1C[C@H](CC(=O)N3CCc4ccccc4C3)O[C@@H](CO)[C@@H]1O2	0.0	-4	4.6	4	10	-2	-3	-3
Cc1ccn(CC(=O)N2N=C(C(F)F)CC2(O)C(F)F)n1 (stereo unspecified)	-0.1	-6	.	9	.	-10	18	.
Cc1cc(NC(=O)COC(=O)C2CCC(=O)N2)c([N+](=O)[O-])cc1C (stereo unspecified)	-0.2	-8	0.7	-2	0	-1	29	7
CCn1nnc(-c2ccccc2NC(=O)c2cccc(-n3cnnn3)c2)n1	.	-3	2.0	3	-5	8	4	-2
O=C(Cc1ccccn1)c1ccc(O)cc1O	0.1	-28	0.9	2	8	4	-5	7
Cc1noc(C)c1NC(=O)N(C)C[C@H]1Oc2ccc(NS(C)(=O)=O)cc2CC(=O)N([C@@H](C)CO)C[C@H]1C	0.3	.	-0.4	.	-9	-3	11	1
COc1ccc(N(CC(=O)N2CCN(c3ccc(F)cc3)CC2)S(=O)(=O)c2c(C)noc2C)cc1	0.2	2	-1.7	-2	-3	-1	-26	-9
CC(C)n1c(SC2C(=O)CC(C)(C)CC2=O)nc2c1c(=O)n(C)c(=O)n2C	.	.	.	.	-1	1	19	-1
CC(=O)c1c(C)n(-c2ccc(Cl)cc2)c2ccc(O)cc12	0.1	-12	-3.5	2	-14	0	-1	.
COc1cc(NC(=O)C(=O)NCCN(C)C)c(OC)cc1Cl	0.2	7	3.6	0	.	.	-10	.
CC(C)(C)NC(=O)CSc1nnc(C2CC2)n1Cc1ccccc1	.	-6	.	6	-1	.	8	5
Cc1cc([N+](=O)[O-])cc(/C=N/n2c(C)nc3ccccc3c2=O)c1O	0.2	-15	4.1	1	.	36	-50	.
N#C[C@@H]1[C@H](c2ccc(C3=CCCC3)cc2)[C@@H](CO)N1C(=O)NC1CCCCC1	0.0	-11	-4.3	2	.	.	-1	.
CCCC1COC(Cn2cncn2)(c2ccc(C)cc2)O1 (stereo unspecified)	.	-8	2.2	1	-10	7	12	-1
Cn1c(Cn2c(=O)sc3ccccc32)nnc1SCc1ccccc1F	0.3	-3	-1.2	.	-2	.	-19	8
C[C@H](CO)N1C[C@H](C)[C@H](CN(C)C(=O)NC2CCCCC2)Oc2c(NS(=O)(=O)c3cccs3)cccc2C1=O	-1.1	-40	-1.4	-4	0	-1	13	-13
COc1ccc(S(=O)(=O)n2c([N+](=O)[O-])cnc2C)cc1OC	0.0	-3	1.1	2	-5	-5	3	6
CCCN1CCC(C(=O)NC(c2ccc(F)cc2)c2ncccc2C)CC1 (stereo unspecified)	0.2	-26	0.3	-2	-4	.	19	5
